Screening data (PubChem BioAssay)
RNase H inhibition: RNase H inhibition, HIV 1 Gag Pol polyprotein, FRET biochemical assay, screening (AID 372) | HIV-1 RT RNase H, FRET RNA/DNA substrate fluorescence; higher % means a stronger effect | inhibition, % at 10 µM, or IC50 in µM where a hit was titrated | hit rate 0.77% among 100,000; in the data active = inhibition above about 50%
An asterisk follows results filed as active. The list is partial; rates above refer to the full screens.

SMILES	RNase H inhibition
C=CCc1ccc(OCCCOc2ccc(C)c(C)c2)c(OC)c1	0%
Cc1c(C(=O)N(C)Cc2ccccc2)cccc1[N+](=O)[O-]	1%
CC(=O)N(C)c1ccc(NC(=O)c2ccccc2[N+](=O)[O-])cc1	18%
Cc1onc(-c2ccccc2)c1C(=O)Nc1sc(C)c(C)c1C(=O)OC(C)C	45%
CN(c1ccccc1)c1ccc(/C=C2\C(=O)ON=C2c2ccccc2)cc1	45%
Cc1cccc(/C=N/NC(=O)C2COc3ccccc3O2)c1O (stereo not given)	10%
CCCCOC(=O)c1ccc(N2C(=O)c3ccc(C(=O)OCC(=O)c4ccc(Br)cc4)cc3C2=O)cc1	8%
O=C(Nc1ccc(Cl)cc1)c1ccc(N2C(=O)c3ccc(C(=O)Nc4ccc(Cl)cc4)cc3C2=O)cc1	9%
Cc1ccc(NC(=O)c2cc3ccccc3cc2O)c(C)c1	22%
Cc1ccc2c(c1)C(c1ccccc1C(F)(F)F)CC(=O)N2 (stereo not given)	32%
C(=NN1CCN(C2c3ccccc3-c3ccccc32)CC1)c1ccccn1	24%
O=C(Cc1ccccc1)Nc1ccccc1C(=O)N1CCCCCC1	5%
COc1ccc(NC(=O)CN(c2ccc(Cl)c(Cl)c2)S(=O)(=O)c2ccccc2)c(OC)c1	25%
COC(=O)C1=C(C)NC2=C(C(=O)c3ccccc32)C1c1ccc(OCc2ccc(F)cc2)c(OC)c1 (stereo not given)	8%
CCC(=O)NC(Nc1ccc(S(=O)(=O)Nc2ccc(OC)nn2)cc1)(C(F)(F)F)C(F)(F)F	2%
Fc1ccc(-c2csc(Nc3ccc(Br)cc3)n2)cc1	24%
CCCCCCCCOc1ccc(/C=N/NC(=O)NC23CC4CC(CC(C4)C2)C3)cc1	14%
CCNC(=O)CN(c1ccc(C)cc1)S(=O)(=O)c1ccc(F)cc1	8%
Cc1ccc(NC(=NC2CCCCC2)NO)cc1	0%
O=C(Nc1ccc(Nc2ccccc2)cc1)c1ccc([N+](=O)[O-])cc1	27%
CCOC(=O)C1=C(CC)NC2=C(C(=O)CCC2)C1c1ccc(O)c(OC)c1 (stereo not given)	4%
O=C(COc1ccc2ccccc2c1)Nc1ccc(O)c(-c2nc3ccccc3o2)c1	1%
CCOc1ccc(/C=N/NC(=O)CN(c2ccc(Oc3ccccc3)cc2)S(C)(=O)=O)cc1	19%
O=C(Nc1ccc2ccccc2c1)C1CC(=O)N(c2cccc([N+](=O)[O-])c2)C1 (stereo not given)	33%
Cc1ccc(-n2nc3ccc(NC(=O)c4ccc([N+](=O)[O-])cc4Cl)cc3n2)cc1	8%

Of the compounds above, these contain fluorine:
SMILES	RNase H inhibition
Cc1ccc2c(c1)C(c1ccccc1C(F)(F)F)CC(=O)N2 (stereo not given)	32%
COC(=O)C1=C(C)NC2=C(C(=O)c3ccccc32)C1c1ccc(OCc2ccc(F)cc2)c(OC)c1 (stereo not given)	8%
CCC(=O)NC(Nc1ccc(S(=O)(=O)Nc2ccc(OC)nn2)cc1)(C(F)(F)F)C(F)(F)F	2%
Fc1ccc(-c2csc(Nc3ccc(Br)cc3)n2)cc1	24%
CCNC(=O)CN(c1ccc(C)cc1)S(=O)(=O)c1ccc(F)cc1	8%

Next part:
SMILES	RNase H inhibition
C#CCSc1nc2ccccc2c(=O)n1C1CCCCC1	6%
CC(=O)Nc1ccccc1C(=O)Nc1ccc(C)cc1	0%
Cc1ccc(C(=O)c2coc3c2C(=O)c2ccccc2C3=O)cc1	2%
Cc1ccc(-c2ccc(C(=O)Nc3ccc([N+](=O)[O-])cc3C)o2)cc1Cl	14%
COc1ccc(CCNC2CC(=O)N(c3ccc(C)c(Cl)c3)C2=O)cc1 (stereo not given)	9%
O=C1CC(c2cc3c(cc2[N+](=O)[O-])OCO3)c2ccc3ccccc3c2N1 (stereo not given)	14%
Cc1ccc(C)c(NC(=S)NCc2ccco2)c1	3%
CCOc1ccc(-c2cc(C(=O)NC(C)c3ccccc3)c3ccccc3n2)cc1 (stereo not given)	6%
COc1ccc(N=Cc2cc3ccccc3nc2Sc2ccc(C)cc2)cc1	9%
O=C(CC1(C(F)(F)F)NN=C(c2ccccc2)S1)c1ccc(Cl)cc1 (stereo not given)	0%
O=C(Nc1ccc(N2CCN(C(=O)c3ccccc3)CC2)cc1)c1ccc(-c2ccccc2)cc1	4.2µM*
CC(=O)c1ccc(C(C)(C)C)cc1NC(=O)c1ccccc1	3%
Cc1ccc(-n2c(=O)c3c(n4cnnc24)-c2ccccc2CC32CCCCC2)cc1	12%
Cc1cccc(OCC(=O)NCC(=O)N/N=C/c2ccc(N(C)C)cc2)c1	13%
COc1ccc(OCCCCOc2ccc3ccccc3c2)cc1	35%
O=C(Cc1cccs1)Nc1ccc(Br)cc1	21%
N#C/C(=C\c1cccs1)c1nc(-c2ccc(Br)cc2)cs1	5%
O=C(Nc1ccc([N+](=O)[O-])cc1Cl)C(c1ccccc1)c1ccccc1	1%
N/C(=N\OCc1ccccc1)c1nonc1N	12%
COc1ccc(OCCOc2ccc(C)c(C)c2)cc1	20%
Cc1cccc(OCCOCCN2CCN(C)CC2)c1	14%
COc1cc(NC(=O)c2ccc(C)cc2Cl)c(OC)cc1Cl	18%
Cc1cc(S(=O)(=O)Oc2cccc3cccnc23)c(Cl)cc1Cl	46%
CCOC(=O)C1CCN(C(=O)Cc2ccc(Cl)cc2)CC1	0%
COc1ccccc1OCCOc1ccccc1Cl	22%

Structural class, the compounds so far with bromine (4)
SMILES	RNase H inhibition
CCCCOC(=O)c1ccc(N2C(=O)c3ccc(C(=O)OCC(=O)c4ccc(Br)cc4)cc3C2=O)cc1	8%
Fc1ccc(-c2csc(Nc3ccc(Br)cc3)n2)cc1	24%
O=C(Cc1cccs1)Nc1ccc(Br)cc1	21%
N#C/C(=C\c1cccs1)c1nc(-c2ccc(Br)cc2)cs1	5%

(next part)
SMILES	RNase H inhibition
O=[N+]([O-])c1cccc(S(=O)(=O)c2ccc(NCCOCCO)c([N+](=O)[O-])c2)c1	2%
O=[N+]([O-])c1cc(F)c(N2CCOCC2)cc1N1CCCC1	13%
C=CCn1c(=O)c(C(=O)Nc2ccc(C)cn2)c(O)c2ccccc21	6%
COc1cccc(OCCCOc2c(Cl)cc(Cl)cc2Cl)c1	18%
NS(=O)(=O)c1ccc(Oc2ccc([N+](=O)[O-])cc2)cc1	0%
O=C(Cc1ccccc1)Nc1ccncc1	11%
N#Cc1ccc(C(=O)Nc2ccc(-c3nc4ccccc4s3)cc2)cc1	48%
Cc1ccc(N=C2NC(=O)/C(=C\c3ccc(C)o3)S2)cc1	52%*
CN1C(=O)C(=Cc2ccccc2OCc2ccccc2F)C(=O)N(C)C1=O	1%
O=C(c1ccccc1)c1cccc(NC(=O)C2CCCCC2)c1	51%*
CCCCOc1ccccc1/C=C1/SC(N2CCN(c3cccc(Cl)c3)CC2)=NC1=O	18%
CCOc1ccc(C2=NN(c3cccc(F)c3)C(c3ccccc3F)C2)cc1 (stereo not given)	8%
CCOC(=O)c1sc(NC(=O)CCCOc2ccc(Cl)cc2Cl)nc1C	16%
CCOC(=O)C1=C(O)/C(=C/c2ccccc2)SC1=Nc1cccc2ccccc12	8%
NC(CC(=O)O)c1cccc(Br)c1 (stereo not given)	6%
FC(F)(F)c1ccc(/C=N/N2CCN(c3ccccc3)CC2)cc1	17%
CCOc1cc(/C=C(/C#N)C(=O)Nc2ccc(Cl)cc2)ccc1OCc1ccc(C(=O)O)cc1	11%
CCCCOc1ccc(/C=C2\SC(=S)N(C(C)C(=O)O)C2=O)cc1OC (stereo not given)	7%
COC(=O)c1sc(NC(=O)c2ccc(Br)o2)c(C(=O)OC)c1C	6%
CC1=C(C(=O)OCC(F)(F)F)C(c2ccccc2)NC(=O)N1 (stereo not given)	11%
COc1ccc(CN2CCN(CC3CC4C=CC3C4)CC2)c(OC)c1OC (stereo not given)	0%
O=C1NCC(O)=C1C=NCc1ccc(Cl)cc1	0%
c1cc2c(cc1CN1CCC(N3CCCCC3)CC1)OCO2	0%
O=C(/C=C/c1cccc([N+](=O)[O-])c1)Nc1ccc(Cl)cn1	4%
CCOc1cc(/C=C2/SC(=S)N(CC)C2=O)cc(Cl)c1OCc1ccccc1	7%

The last five compounds of the part before lead into the next:
SMILES	RNase H inhibition
COc1ccc(CN2CCN(CC3CC4C=CC3C4)CC2)c(OC)c1OC (stereo not given)	0%
O=C1NCC(O)=C1C=NCc1ccc(Cl)cc1	0%
c1cc2c(cc1CN1CCC(N3CCCCC3)CC1)OCO2	0%
O=C(/C=C/c1cccc([N+](=O)[O-])c1)Nc1ccc(Cl)cn1	4%
CCOc1cc(/C=C2/SC(=S)N(CC)C2=O)cc(Cl)c1OCc1ccccc1	7%
O=[N+]([O-])c1ccc(N2CCC(Cc3ccccc3)CC2)c(S(=O)(=O)N2CCOCC2)c1	0%
CCC(=O)Nc1cccc(-c2nc3cc(C)ccc3o2)c1C	10%
N#C/C(=C/c1ccc(Br)cc1)C(=O)Nc1ccc(O)cc1	18%
Cc1ccc(-c2nc3cc(Cl)ccc3o2)cc1NC(=O)c1cccc([N+](=O)[O-])c1	57%*
O=c1cc(-c2ccc([N+](=O)[O-])cc2)nc2cc(-c3cccc(F)c3)[nH]n12	0%
CCCC(C)C(=O)Nc1ccc(F)c([N+](=O)[O-])c1 (stereo not given)	13%
COc1ccc(N(CC(=O)Nc2ccc(Br)c(C)c2)S(C)(=O)=O)cc1	17%
CCOC(=O)c1c(N)sc(C(=O)Nc2cccc(Cl)c2C)c1C	4%
CCOc1cc(/C=N/NC(=O)CC(=O)NCC(C)C)ccc1O	7%
N=C1/C(=C/c2cccc(OCc3ccccc3F)c2)C(=O)N=C2SC(c3ccccc3)=NN12	20%
O=C1NC(=S)N(c2ccc(Br)cc2)C(=O)/C1=C/c1ccc(Oc2ccc([N+](=O)[O-])cn2)cc1	11%
Cc1ccnc(NC(=O)Cc2ccc(Cl)cc2)c1	8%
Cc1cccc(C(=O)Nc2sc3c(c2C(=O)N2CCOCC2)CCCCC3)c1	11%
COc1ccccc1OCCCOc1ccccc1C(C)C	30%
C=CCOc1ccc(Br)cc1/C=C(/C#N)c1nc2ccc(C)cc2[nH]1	6%
CCN(CC)CCN1C(=O)c2ccccc2NC1c1ccc2c(c1)OCO2 (stereo not given)	0%
c1ccc2c(c1)N1CCN=C1N2CCN1CCCCC1	4%
CCc1ccc(OCC(=O)N2CCN(c3ccc([N+](=O)[O-])cc3)CC2)cc1	13%
COc1c(I)cc(I)cc1/C=N\NC(=O)c1ccc([N+](=O)[O-])cc1	9%
Cc1ccc(S(=O)(=O)N(/C(N)=N/c2nc(C)cc(C)n2)c2ccccc2Cl)cc1	5%
Cc1ccccc1/C=N/NC(=O)CCc1ccccc1	13%
C=CCc1ccc(OCCOc2ccc(/C=N/n3cnnc3)cc2OCC)c(OC)c1	12%
Cc1ccc(C)c(-c2csc(Nc3ccc(C)c(Cl)c3)n2)c1	14%
CCOC(=O)c1ccc(NC(=S)NC2CC2)cc1	0%
COc1ccc(OCC(=O)NNC(=O)C(=O)N2CCCC2)cc1	0%
The list continues.
SMILES	RNase H inhibition
C=CCOC(=O)C1=C(C)NC2=C(C(=O)CCC2)C1c1ccc(OC(C)=O)cc1 (stereo not given)	10%
Cc1cccc(NC(=O)Cc2ccc([N+](=O)[O-])cc2)c1	8%
COc1ccc(C2C(C#N)=C(N)N(c3ccc(Cl)cc3)C3=C2C(=O)CCC3)cc1OC (stereo not given)	12%
O=C(CSc1ncccn1)N/N=C/c1ccncc1	10%
COc1cccc(/C=N/NC(=O)C(C)Oc2ccc3ccccc3c2)c1 (stereo not given)	10%
CCCCCCc1ccc(CC(=O)O)cc1	0%
Cc1cc2oc(=O)cc(C)c2cc1NC(=O)c1ccccc1I	4%
Cc1nc2ccccc2n1CCOc1ccc([N+](=O)[O-])cc1	10%
CCCCc1ccc(S(=O)(=O)Nc2ccc(C(F)(F)F)cc2)cc1	7%
COc1ccccc1N(CC(=O)NCCC1=CCCCC1)S(=O)(=O)c1ccccc1	4%
CC1(C)CC(=O)C2=C(C1)NC1=C(C(=O)c3ccccc31)C2c1ccc(OC(=O)/C=C/c2ccc([N+](=O)[O-])cc2)cc1 (stereo not given)	25%
COc1ccc(/C=C/C(=O)c2cccs2)cc1[N+](=O)[O-]	13%
O=C1c2cc(-c3nc(-c4ccccc4)[nH]c3-c3ccccc3)ccc2-c2ccc([N+](=O)[O-])cc21	8%
C=CCNC(=O)CN(c1ccc(F)cc1)S(=O)(=O)c1ccccc1	4%
COC(=O)c1ccc(N2C(=O)Cc3cc(OC)c(OC)cc3C2c2ccc(OC)cc2)cc1 (stereo not given)	3%
CN1C(=O)NC(=O)/C(=C\c2cc(Cl)c(O)c(Cl)c2)C1=O	11%
Cc1ccc(S(=O)(=O)NC(=O)N2CCN(c3cccc(Cl)c3)CC2)cc1	0%
Cc1ccccc1NC(=O)/C=C/c1cccc([N+](=O)[O-])c1	8%
O=C(NCc1ccc2c(c1)OCO2)c1c(O)c2ccccc2[nH]c1=O	0%
O=C(N/N=C\c1cccc([N+](=O)[O-])c1O)C1COc2cc3ccccc3cc2O1 (stereo not given)	2%
O=C1CC(N2CCN(c3ccccc3)CC2)C(=O)N1c1ccccc1 (stereo not given)	3%
Cc1ccc(C(=O)N/C(=C/c2ccccc2)C(=O)Nc2ccc(S(=O)(=O)Nc3nccs3)cc2)cc1	22%
Cc1ccc(NC(=O)Cn2c(-c3nonc3N)nc3ccccc32)cc1F	0%
O=C(Nc1ccc(-c2nc3ccccc3o2)cc1)c1ccc(NC(=O)c2cc3ccccc3o2)cc1	49%
Cc1cccc(OCCOCCNCCN)c1	2%
O=C(c1ccccc1Cl)N1CCN(C/C=C/c2ccccc2)CC1	8%

At a glance, part of the list above.
SMILES	RNase H inhibition
Cc1cccc(OCCOCCNCCN)c1	2%
O=C(c1ccccc1Cl)N1CCN(C/C=C/c2ccccc2)CC1	8%
